Assay outcomes from PubChem.
Epigenetic reg: regulators of epigenetic silencing causing reporter derepression in mouse cells; murine LDR cells, GFP reporter derepression, 30 h; Potency, µM (series often up to 53.9 µM), without a hit: top-dose GFP activation, most hits filed as activators; 280,000 tested, 0.2% active; also: potency is read from the fitted curve at half-maximal effect; % of control where 0% means no effect; nearly all actives have a fitted effect of over 60% in size
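Murine LDR cells bearing a silenced CMV-driven GFP reporter were exposed to compound for 30 h at 37 C. After PBS washes, GFP-positive cells (20-120 um objects) counted by laser-scanning microplate cytometry.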
Tau fluor cs: counter-screen for tau fibril formation inhibitors. 280,000 tested, 0.93% active. Potency, µM (highest dose often 57.7 µM), for the others: at the highest dose activity change, negative = decrease. tau K18 P301L Alexa594 fluorescence, heparin fibrillization; also: potency is read from the fitted curve at half-maximal effect; % is scaled to controls: 0 for no effect and ±100 for the full control effect; nearly all actives have a fitted effect of over 55% in size
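Human tau K18 P301L (15 uM unlabeled, 0.24 uM Alexa 594-labeled) in 100 mM sodium acetate pH 7 with 20 uM heparin, 6 hr at 37 C. ThT 30 uM added, 1 hr ambient; Alexa 594 FP and total fluorescence read at 555/632 nm.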
Tau FP inhib: blocks human tau fibril formation measured by polarization. K18 P301L tau heparin fibrillization, Alexa594 FP, 6 h. Potency, µM (top dose mostly 57.7 µM), for the others: at the highest dose activity, negative = inhibition, actives largely listed as inhibitors. 280,000 tested, 0.39% active. AID 1468; also: potency is read from the fitted curve at half-maximal effect; % is scaled to controls: 0 for no effect and ±100 for the full control effect; nearly all actives have a fitted effect of over 55% in size
Target sequence (P10636 561-689 P618L limits assumed): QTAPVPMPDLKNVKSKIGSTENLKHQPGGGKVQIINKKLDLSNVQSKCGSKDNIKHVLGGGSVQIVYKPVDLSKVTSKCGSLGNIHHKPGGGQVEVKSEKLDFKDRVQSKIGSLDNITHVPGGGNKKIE
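FP of Alexa 594-tau after heparin (20 uM) induction. Substrate: human K18 P301L, 15 uM unlabeled, 0.24 uM labeled. Buffer 100 mM sodium acetate pH 7. 6 hr, 37 C.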
TRb SRC2 PPI: inhibitors of human thyroid hormone receptor beta-SRC2 interaction. Potency, µM (doses to about 106 µM), without a hit: at the highest dose activity change, negative = inhibition, usual class: inhibitors. P10828. TRbeta-SRC2 peptide binding, fluorescence polarization; receptor liganded with 1 µM T3. 280,000 tested, 0.065% active;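 also: potency is read from the fitted curve at half-maximal effect; plate controls were bound peptide for no effect and peptide without receptor for full effect; nearly all actives have a fitted effect of over 50% in size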
Target sequence (P10828 whole entry, looked up): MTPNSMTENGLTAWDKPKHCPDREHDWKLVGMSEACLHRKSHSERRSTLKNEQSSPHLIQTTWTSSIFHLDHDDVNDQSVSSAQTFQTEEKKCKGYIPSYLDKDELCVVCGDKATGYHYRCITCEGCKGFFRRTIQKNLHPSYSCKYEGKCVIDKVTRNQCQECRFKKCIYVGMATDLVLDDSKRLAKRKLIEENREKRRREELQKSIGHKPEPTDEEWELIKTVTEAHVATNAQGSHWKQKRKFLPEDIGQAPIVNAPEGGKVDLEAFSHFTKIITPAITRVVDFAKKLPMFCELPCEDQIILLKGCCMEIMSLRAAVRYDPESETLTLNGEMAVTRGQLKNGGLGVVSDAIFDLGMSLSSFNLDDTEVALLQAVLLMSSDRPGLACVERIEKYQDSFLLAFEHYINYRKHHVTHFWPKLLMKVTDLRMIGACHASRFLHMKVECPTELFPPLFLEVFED
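Human TRb LBD (0.6 uM) plus Texas Red-labeled SRC2 peptide (20 nM), 1uM T3, 5% DMSO, 5 hr at ambient temperature. Decreased polarization (555/632 nm) flags inhibition; data normalized to free and bound peptide controls.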
aGal spleen mod: inhibits or activates alpha-galactosidase in human spleen homogenate; P06280; human spleen homogenate, 4MU-alpha-Gal fluorescence, 40 min; Potency, µM (doses to about 80 µM), inactives show top-dose activity change, negative = inhibition, actives largely listed as inhibitors; 240,000 tested, 0.008% active;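 also: potency is read from the fitted curve at half-maximal effect; 0% = enzyme with vehicle and -100% = no enzyme basal signal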
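Human spleen homogenate (1 ug) was the enzyme source, with 4-methylumbelliferyl-alpha-D-galactopyranoside (1 mM final) in pH 5.0 citrate buffer with 0.01% Tween-20. Compounds were titrated; after 40 min at 37C, NaOH/glycine stop, 4-MU fluorescence read; AC50 from Hill fits.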
TexasRed fluor: counter-screen for TRb-SRC2 inhibitors: fluorescence interference; TRb/SRC2 Texas Red total fluorescence interference; AID 1479; 280,000 tested, 0.29% active; Potency, µM (titrated, usually from 106 µM), for inactives: top-dose fluorescence change, negative = quenching; active = well fitted curve in either direction with a large enough effect; inconclusive = small, poorly fitted or top-dose-only effect; also: potency is read from the fitted curve at half-maximal effect; % is scaled to controls: 0 for no effect and ±100 for the full control effect
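Flags fluorescent or light-absorbing compounds by total fluorescence, S + 2P, at 555 nm excitation and 632 nm emission. Mixture: 20 nM Texas Red SRC2 peptide, 0.6 uM human TRb LBD, 1 uM T3, 5% DMSO; compound exposure 5 h at ambient temperature.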
CBFb RUNX1 block: CBF-beta/RUNX1 interaction disruption | Q01196+Q13951 | AlphaScreen CBFb-His/RUNX1-biotin binding, biochemical | Potency, µM (highest dose often 59.8 µM), inactives show at the top dose activity, negative = inhibition, actives largely listed as inhibitors | 230,000 tested, under 10 active; also: % of control where 0% means no effect
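AlphaScreen proximity signal reports loss of binding between His-tagged CBF-beta and biotin-labelled RUNX1, each at 30 nM. Proteins are pre-associated for 20 minutes, compounds added for 15 minutes, then beads for 90 minutes, all at ambient temperature.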
NPSR antagonist: blocks cAMP signaling of the human neuropeptide S receptor. CHO-NPSR cells, cAMP TR-FRET, antagonist mode. Potency, µM (highest dose often 38.3 µM), inactives show top-dose activity change, negative = inhibition, hits mostly inhibitors. 220,000 tested, 1% active; also: potency is read from the fitted curve at half-maximal effect; % is scaled to controls: 0 for no effect and ±100 for the full control effect; nearly all actives have a fitted effect of over 50% in size; many of its hits are not listed in these tables
Target sequence (Q6W5P4 whole entry, looked up): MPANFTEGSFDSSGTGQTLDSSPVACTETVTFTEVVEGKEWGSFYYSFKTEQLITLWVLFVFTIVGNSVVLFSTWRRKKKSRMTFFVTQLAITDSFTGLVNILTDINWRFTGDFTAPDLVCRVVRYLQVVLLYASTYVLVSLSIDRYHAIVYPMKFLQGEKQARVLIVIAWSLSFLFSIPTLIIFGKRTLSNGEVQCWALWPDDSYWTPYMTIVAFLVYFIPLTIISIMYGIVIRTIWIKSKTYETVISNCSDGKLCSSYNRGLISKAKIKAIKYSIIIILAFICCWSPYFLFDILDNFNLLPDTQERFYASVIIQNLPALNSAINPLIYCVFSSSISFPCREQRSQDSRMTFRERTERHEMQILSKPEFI
The depositor's hits bear a star; [ ] = dose if it differs, or a comment. Unless noted, calls follow the shape of the dose curve; as a rule, active = well fitted curve in the direction sought with a large enough effect; inconclusive = small, poorly fitted or top-dose-only effect, or another doubt; inactive = no such curve, though single readings can be large; an effect the other way counts as inactive or inconclusive. Only part of the results is shown (hit frequency here may not be typical).

What do the screens show for `C/C(=N\NC(N)=S)C1(C)CC2(CC(C)(C)OC2=O)C(=O)O1` (stereo not given)?
Epigenetic reg: -0.3%; Tau fluor cs: 0%; Tau FP inhib: -5%; TRb SRC2 PPI: 0%; aGal spleen mod: -1%; TexasRed fluor: 3%; CBFb RUNX1 block: 0%; NPSR antagonist: -2%[7.67 µM]

Results for CCCn1c(SCC(=O)NC(=O)NCc2ccco2)n[nH]c1=O ?
Epigenetic reg: -1.0%; Tau fluor cs: 0%; Tau FP inhib: 4%; TRb SRC2 PPI: 5%; aGal spleen mod: 5%; TexasRed fluor: -2%; CBFb RUNX1 block: -22%; NPSR antagonist: -6%[46.1 µM]

Results for Cc1ccc2cc3cc(C(=O)N4CCN(c5ccccc5)CC4)sc3nc2c1 ?
Epigenetic reg: 0.7%; Tau fluor cs: -10%; Tau FP inhib: 0%; TRb SRC2 PPI: 3%; TexasRed fluor: 0%

What do the screens show for `CCOC(=O)C(NC(=O)Nc1ccc(F)cc1F)(Oc1ccccc1)C(F)(F)F` (stereo not given)?
Epigenetic reg: 0.0%; Tau fluor cs: 6%; Tau FP inhib: 4%; TRb SRC2 PPI: -6%; aGal spleen mod: -5%; TexasRed fluor: -7%; CBFb RUNX1 block: 5%; NPSR antagonist: 25%

How did O=C(NC1CCN(Cc2ccccc2)CC1)c1ccc(Cn2c(=S)[nH]c3ccc(N4CCOCC4)cc3c2=O)cc1 do in these assays?
Epigenetic reg: 0.4%; Tau fluor cs: inconclusive; Tau FP inhib: 19%; TRb SRC2 PPI: -4%; aGal spleen mod: 0%; TexasRed fluor: -2%; CBFb RUNX1 block: -14%; NPSR antagonist: -44%

What do the screens show for `Cc1cc(NC(=O)C2C3C(=O)N(CCC(C)C)C(C(=O)NCc4ccccc4)C34C=CC2(C)O4)no1` (stereo not given)?
Epigenetic reg: -0.9%; Tau fluor cs: -10%; Tau FP inhib: -4%; TRb SRC2 PPI: -16%; aGal spleen mod: -1%; TexasRed fluor: -1%; CBFb RUNX1 block: 10%; NPSR antagonist: -12%[46.1 µM]

How did CN(C(=O)c1ccc2c(=O)n3c(nc2c1)CCCCC3)c1ccccc1Cl do in these assays?
Epigenetic reg: inconclusive; Tau fluor cs: 0%[0.0958 µM]; Tau FP inhib: -1%[0.0958 µM]; TRb SRC2 PPI: -2%; aGal spleen mod: 9%; TexasRed fluor: 0%; CBFb RUNX1 block: 5%; NPSR antagonist: -9%

Results for Cc1nc(NC(=O)COC(=O)c2cc3c(s2)CCC(C)C3)c(Cl)cc1Cl (stereo not given) ?
Epigenetic reg: 0.0%; Tau fluor cs: -7%; Tau FP inhib: 1%; TRb SRC2 PPI: 1%; aGal spleen mod: -24%; TexasRed fluor: 9%; CBFb RUNX1 block: 10%; NPSR antagonist: 13%

What do the screens show for `CCN(CC)CCn1c(NCc2cccc(OC)c2OC)nc2ccccc21`?
Epigenetic reg: 0.0%; Tau fluor cs: 5%; Tau FP inhib: 8%; TRb SRC2 PPI: -6%; aGal spleen mod: -9%; TexasRed fluor: -1%; CBFb RUNX1 block: -3%; NPSR antagonist: -3%[46.1 µM]

Results for CCc1ccc2oc(-c3cc(N=Cc4cccc(OC)c4O)ccc3O)nc2c1 ?
Epigenetic reg: -0.9%; Tau fluor cs: inconclusive; Tau FP inhib: 7%; TRb SRC2 PPI: 10%; aGal spleen mod: -2%; TexasRed fluor: -1%; CBFb RUNX1 block: 0%; NPSR antagonist: -14%[46.1 µM]

What do the screens show for `CCSc1nc(C)cc(Oc2ccc(=O)n(C)n2)n1`?
Epigenetic reg: -2.0%; Tau fluor cs: 6%; Tau FP inhib: 0%; TRb SRC2 PPI: -2%; aGal spleen mod: 6%; TexasRed fluor: 0%; CBFb RUNX1 block: 5%; NPSR antagonist: -12%[46.1 µM]

How did CC(OC(=O)C1CCCO1)C(=O)NC1CCCC1 (stereo not given) do in these assays?
Epigenetic reg: -0.7%; Tau fluor cs: -3%; Tau FP inhib: -8%; TRb SRC2 PPI: 8%; aGal spleen mod: 6%; TexasRed fluor: -1%; CBFb RUNX1 block: 5%; NPSR antagonist: -4%[46.1 µM]

What do the screens show for `CN1/C(=C/C=C(C#N)C#N)C(C)(C)c2ccccc21`?
Epigenetic reg: 0.8%; Tau fluor cs: 2%; Tau FP inhib: inconclusive; TRb SRC2 PPI: -4%; aGal spleen mod: 3%; TexasRed fluor: 1%; CBFb RUNX1 block: 5%; NPSR antagonist: 16%

How did Cc1ccc(C)c(N2CCN(C(=O)c3ccc(NC(=O)c4nsc5ccccc45)cc3)CC2)c1 do in these assays?
Epigenetic reg: -1.0%; Tau fluor cs: -4%; Tau FP inhib: 2%; TRb SRC2 PPI: -3%; TexasRed fluor: -1%

What do the screens show for `C[C@H]1C(=O)N(S(=O)(=O)c2ccccc2[N+](=O)[O-])[C@H]1c1ccc(-c2ccccc2)cc1`?
TRb SRC2 PPI: 3%; aGal spleen mod: 3%; TexasRed fluor: 0%; CBFb RUNX1 block: 7%

What do the screens show for `CC(C)c1ccc(/C=C/C(=O)NCCC2=CCCCC2)cc1`?
Epigenetic reg: 0.4%; Tau fluor cs: -20%; Tau FP inhib: -17%; TRb SRC2 PPI: 1%; aGal spleen mod: -1%; TexasRed fluor: 3%; CBFb RUNX1 block: 5%; NPSR antagonist: -13%[46.1 µM]

How did CN(CC(=O)N1CCN(c2ccccc2F)CC1)S(=O)(=O)c1cnc[nH]1 do in these assays?
Epigenetic reg: 3.1%; Tau fluor cs: -4%; Tau FP inhib: 8%; TRb SRC2 PPI: -5%; aGal spleen mod: 0%; TexasRed fluor: -3%; CBFb RUNX1 block: 0%; NPSR antagonist: -3%[46.1 µM]

How did CCn1c(C(C)NC(=O)c2ccccc2C)n[nH]c1=S (stereo not given) do in these assays?
Epigenetic reg: 0.0%; Tau fluor cs: -1%; Tau FP inhib: -1%; TRb SRC2 PPI: 8%; aGal spleen mod: 3%; TexasRed fluor: 1%; CBFb RUNX1 block: -3%; NPSR antagonist: 5%

How did Cc1cc2occ(CC(=O)NC3=NCCS3)c2cc1C(C)C do in these assays?
Epigenetic reg: -1.0%; Tau fluor cs: -17%; Tau FP inhib: 6%; TRb SRC2 PPI: 8%; aGal spleen mod: -2%; TexasRed fluor: -1%; CBFb RUNX1 block: 2%; NPSR antagonist: -10%[46.1 µM]

What do the screens show for `Cc1nn(Cc2ccc(Cl)cc2Cl)c(C)c1NC(=O)C1C2CCC(O2)C1C(=O)O` (stereo not given)?
Epigenetic reg: -1.0%; Tau fluor cs: -2%; Tau FP inhib: 9%; TRb SRC2 PPI: -5%; aGal spleen mod: -4%; TexasRed fluor: 0%; CBFb RUNX1 block: -4%; NPSR antagonist: 2%[46.1 µM]

Grouped by structure, the compounds so far containing a furan ring, fused or not
Results for CCCn1c(SCC(=O)NC(=O)NCc2ccco2)n[nH]c1=O ?
Epigenetic reg: -1.0%; Tau fluor cs: 0%; Tau FP inhib: 4%; TRb SRC2 PPI: 5%; aGal spleen mod: 5%; TexasRed fluor: -2%; CBFb RUNX1 block: -22%; NPSR antagonist: -6%[46.1 µM]

How did Cc1cc2occ(CC(=O)NC3=NCCS3)c2cc1C(C)C do in these assays?
Epigenetic reg: -1.0%; Tau fluor cs: -17%; Tau FP inhib: 6%; TRb SRC2 PPI: 8%; aGal spleen mod: -2%; TexasRed fluor: -1%; CBFb RUNX1 block: 2%; NPSR antagonist: -10%[46.1 µM]

(cont.)
What do the screens show for `COc1ccccc1NC(=O)C1C2C=CC3(CN(Cc4cccnc4)C(=O)C13)O2` (stereo not given)?
Epigenetic reg: 4.6%; Tau fluor cs: 5%; Tau FP inhib: -3%; TRb SRC2 PPI: -4%; aGal spleen mod: 7%; TexasRed fluor: 3%; CBFb RUNX1 block: 0%; NPSR antagonist: -22%[46.1 µM]

How did O=C(NCc1ccc(F)cc1)C(c1ccccc1)N(C(=O)c1csnn1)C1CC1 (stereo not given) do in these assays?
Epigenetic reg: 1.1%; Tau fluor cs: -4%; Tau FP inhib: -1%; TRb SRC2 PPI: -3%; aGal spleen mod: 3%; TexasRed fluor: -4%; CBFb RUNX1 block: 6%; NPSR antagonist: -2%

What do the screens show for `CCn1ccc2cc(S(=O)(=O)N3CCCN(C(=O)Nc4ccccc4F)CC3)ccc21`?
Epigenetic reg: 1.7%; Tau fluor cs: 0%; Tau FP inhib: -6%; TRb SRC2 PPI: 5%; TexasRed fluor: -3%

What do the screens show for `CCCCCCCCCCCC(=O)c1c(O)cccc1O`?
Epigenetic reg: 2.1%; Tau fluor cs: 13µM*[quencher]; Tau FP inhib: inconclusive; TRb SRC2 PPI: -1%; aGal spleen mod: -9%; TexasRed fluor: -1%; CBFb RUNX1 block: -3%; NPSR antagonist: -18%

Results for CC1=CC(C)(C)N(C(=O)CSc2nncn2C)c2ccccc21 ?
Epigenetic reg: -0.1%; Tau fluor cs: 1%; Tau FP inhib: -8%; TRb SRC2 PPI: -2%; aGal spleen mod: -11%; TexasRed fluor: 2%; CBFb RUNX1 block: -2%; NPSR antagonist: -8%[46.1 µM]

How did S=C(N/N=C1\CCc2ccccc21)NC1CCCCC1 do in these assays?
Epigenetic reg: -3.7%; Tau fluor cs: -6%; Tau FP inhib: 1%; TRb SRC2 PPI: -8%; aGal spleen mod: -2%; TexasRed fluor: 0%; CBFb RUNX1 block: -11%; NPSR antagonist: -38%

Results for CC(=O)c1c(O)cc(O)cc1CC(=O)O ?
Epigenetic reg: 0.7%; Tau fluor cs: 3%; Tau FP inhib: 3%; TRb SRC2 PPI: 3%; aGal spleen mod: 3%; TexasRed fluor: 0%; CBFb RUNX1 block: -3%; NPSR antagonist: -13%

How did CSc1ccc(C(=S)N2CCN(C(c3ccccc3)c3ccccc3)CC2)cc1 do in these assays?
Epigenetic reg: 1.3%; Tau fluor cs: -9%; Tau FP inhib: -2%; TRb SRC2 PPI: -15%; aGal spleen mod: 6%; TexasRed fluor: 0%; CBFb RUNX1 block: 2%; NPSR antagonist: -9%[46.1 µM]
